From PubChem
MITF TRPM1 inh: inhibitors of MITF-dependent TRPM1 promoter reporter, primary screen, cell-based, SK-MEL-5, single point, luciferase; SK-MEL-5 TRPM1 promoter luciferase, 24 h; inhibition, % at 12.5 µM; 0.83% of 330,000 active;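 active = mean inhibition across replicates of 60% or more, whatever share of single replicates reaches that level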; also: values of inactives mirror those of a sister screen read the other way
KKLEB cytotox: cytotoxicity in KKLEB CF airway cells, primary screen, cytotoxicity control for CF NF-kB inhibitor project, cell-based, uHTS, fluorescence assay plates. KKLEB CF airway cells viability, ATPlite luminescence, overnight; hits give low values; cells stimulated with P. aeruginosa culture filtrate. activity change (cytotoxicity), % at 5 µM. 0.36% of 360,000 active;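 active = corrected activity change at or below -50% at 5 µM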
Shn3 3UTR inh: reduction of Shn3 3'UTR firefly luciferase signal, primary screen, Schnurri-3 inhibitor project, cell-based, Clone20 osteoblasts, set 2; inhibition, % at 12.5 µM; AID 588674, 2011; Clone20 osteoblast Shn3 3'UTR firefly luciferase, 24 h; 0.52% of 360,000 active;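 active = mean inhibition of at least 75% with every replicate also reaching 75%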;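 also: 0% = median of neutral control wells and 100% = pilot-screen positive control compound; some compounds past the cut are filed as inactive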
NR2E3 ag-1: inhibitors of NR2E3-RetCOR corepressor binding, primary screen, NR2E3 agonist project, biochemical, TR-FRET, GST-NR2E3, biotin-RetCOR | 1536-well | AID 2300, 2010 | Photoreceptor-specific nuclear receptor (Homo sapiens), Q9Y5X4 | inhibition of corepressor binding, % at 4.78 µM | 0.12% of 320,000 active;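 active = percent inhibition above the cutoff of mean plus 3 SD of all tested compounds, set per screening campaign, cut at about 20% in these data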;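 also: 0% = DMSO wells and 100% = biotin wells as full block of FRET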
Target sequence (Q9Y5X4 whole entry, looked up): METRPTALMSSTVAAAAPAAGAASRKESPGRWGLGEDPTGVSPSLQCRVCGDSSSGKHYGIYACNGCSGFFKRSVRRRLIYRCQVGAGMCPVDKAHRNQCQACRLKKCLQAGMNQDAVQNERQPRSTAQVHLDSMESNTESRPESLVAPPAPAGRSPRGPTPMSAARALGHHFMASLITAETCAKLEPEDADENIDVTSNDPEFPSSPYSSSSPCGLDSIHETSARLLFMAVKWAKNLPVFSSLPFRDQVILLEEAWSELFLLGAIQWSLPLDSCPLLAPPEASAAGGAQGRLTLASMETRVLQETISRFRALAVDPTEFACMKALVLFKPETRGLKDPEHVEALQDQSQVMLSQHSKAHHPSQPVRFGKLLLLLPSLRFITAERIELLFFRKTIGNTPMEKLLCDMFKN
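Material: NR2E3–RetCOR corepressor complex / Incubation: Compound–protein incubation for 5 h at 4 °C / Dosing: compound at 4.8 µM, single dose / Detection: time-resolved FRET / Benchmarks: high control biotin, low control 0.6% DMSO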
TRAIL sens C8: viability loss with TRAIL in NB7+C8 cells, primary screen, TRAIL sensitizer project, cell-based, ATPlite luminescence | inhibition (viability loss, TRAIL sensitization), % at 10 µM | 1% of 360,000 active;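 active = compounds causing at least 50% loss of cell viability in the single-dose screen, relative to plate controls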
CF NFkB inh: inhibitors of PAF-induced NF-kB signaling, primary screen, cell-based, GFP fluorescence, uHTS. KKLEB NF-kB-GFP reporter, GFP fluorescence overnight. 0.86% of 360,000 active. AID 588850, 2011. inhibition, % at 5 µM;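 active = at least 50% inhibition at 5 µM, scaled per plate between neutral and stimulator controls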;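 also: PAF is a Pseudomonas aeruginosa culture filtrate used as stimulus; plate controls were PAF-stimulated DMSO wells for no effect and unstimulated DMSO wells for full effect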
Peg3 prom inh: Peg3 promoter-driven luciferase inhibitors, primary screen, cell-based, HeLa, luciferase luminescence; HeLa PEG-Prom luciferase reporter, overnight; inhibition, % at 20 µM; 1.7% of 360,000 active;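 active = inhibition of at least 50% at 20 µM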
EBV LMP1 NFkB: EBV LMP1-driven NF-kappaB luciferase reporter inhibitors, primary screen, cell-based, luminescence, single point. LMP1-induced NF-kappaB luciferase reporter cells. inhibition, % at 12.5 µM. 0.69% of 350,000 active; in the data active = inhibition above about 41%;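 also: 0% = neutral control wells and 100% = reference inhibitor control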
HIF-2a inh: HIF-2a reporter inhibitors, primary screen, luminescence, 786-0 RCC cells. 786-0 RCC cells HIF-2a reporter, luciferase luminescence, overnight. inhibition, % at 18.8 µM. 0.72% of 360,000 active. AID 624352, 2012;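 active = inhibition of the luminescence signal of 40% or more relative to plate controls, in a single-dose primary screen at 18.75 µM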
hiPSC survival: enhancers of single-cell hiPSC survival, primary screen, ATPlite luminescence; 100% = ROCK inhibitor wells, 0% = DMSO; survival enhancement, % at 20 µM; 0.044% of 360,000 active; in the data active = survival enhancement above about 18%;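 also: cells exposed to compounds for 16 hours before the ATP read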
NR2E3 ag-2: NR2E3 agonists in two-hybrid cells, primary screen, cell-based, luminescence, CHO-S, Gal4-NCOR/VP16-NR2E3; Photoreceptor-specific nuclear receptor (Homo sapiens), Q9Y5X4; AID 602229, 2012; 0.35% of 360,000 active; luciferase; inhibition of corepressor binding, % at 3.98 µM;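 active = inhibition above the mean of all tested compounds plus 3 SD, cut at about 70% in these data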;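 also: 0% = DMSO with NR2E3 transfected cells and 100% = cells lacking NR2E3 construct; higher means lower luciferase signal from less NR2E3 corepressor binding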
Active calls of the source: *; nt = no result given. Some of the compounds tested, so the mix of outcomes need not match the whole.

SMILES	MITF TRPM1 inh	KKLEB cytotox	Shn3 3UTR inh	NR2E3 ag-1	TRAIL sens C8	CF NFkB inh	Peg3 prom inh	EBV LMP1 NFkB	HIF-2a inh	hiPSC survival	NR2E3 ag-2
CN(Cc1cccc(F)c1)C(=O)Cc1ccc(S(=O)(=O)N2CCOCC2)s1	0.6	25.1	0.5	0.1	3.7	-4.6	3.5	4.8	5.8	0.2	7.5
COc1cccc(NC(=O)C2=COCCO2)c1	-58.5	1.7	-8.6	1.9	-1.4	1.1	-182.0	-9.5	-139.5	0.4	-89.1
CS(=O)(=O)N1CCN(c2ccccc2NC(=O)c2ccc3c(c2)OCCO3)CC1	-5.2	2.2	1.5	-3.4	2.9	-18.6	10.0	4.4	3.8	-0.2	-16.6
O=C(OCC(=O)N1CCN(c2ccccc2)CC1)c1ccco1	2.2	-5.3	-5.1	nt	-2.6	-1.6	-13.6	-6.6	-14.2	-1.9	-6.8
O=C1NC2(CCCCCC2)C(=O)N1Cc1ccccc1Cl	6.5	-0.2	4.3	0.6	0.2	-11.4	16.6	7.4	18.1	2.1	-18.0
CC(C)C1Oc2ccccc2N(CC(=O)N(Cc2ccccn2)C2CC2)C1=O (configuration not stated)	-0.3	-1.3	6.3	1.2	-8.3	-3.2	17.9	-10.5	9.7	-3.4	-13.0
CC(C)(C)c1ccc(Cn2ccc(-c3ccc4c(c3)OCO4)n2)cc1	-19.1	-3.0	-12.1	-1.0	4.7	-4.5	-94.6	-12.3	-175.4	0.8	-78.6
O=C1CC(NS(=O)(=O)c2ccc([N+](=O)[O-])cc2)CN1c1ccc(Cl)cc1 (configuration not stated)	14.3	5.0	-18.3	5.1	14.6	11.5	-27.9	-4.4	-10.2	0.1	-33.6
Cc1cccc(Cn2c(N3CCN(c4ccccc4)CC3)nc3c2c(=O)n(C)c(=O)n3C)c1	-6.1	11.0	13.9	0.6	-16.5	1.5	17.5	4.6	-9.7	-0.1	nt
CCC(=O)Oc1ccc(C(=O)Nc2cccc(C(=O)c3ccccc3)c2)cc1	-20.2	6.0	14.3	-2.3	3.2	10.9	-100.3	0.2	-98.3	-0.6	7.1
CCOC(=O)C1CCN(C(=O)c2ccc(N(C)S(=O)(=O)c3ccc(OC)cc3)cc2)CC1	-1.4	0.0	2.5	7.0	10.0	-28.9	16.8	9.3	0.1	-0.7	13.7
CCc1noc(C)c1C(=O)N1CCCC(N2CCN(c3cccc(Cl)c3)CC2)C1 (configuration not stated)	3.9	3.2	-3.1	3.1	-20.6	-5.5	1.0	2.8	8.8	0.2	-19.4
CCOC(=O)CC(=O)CSc1ccc2nnc(-c3ccc(C)cc3)n2n1	8.4	-14.1	-4.3	-2.1	1.7	-20.1	15.8	-0.7	23.0	0.5	-18.3
COc1cc(CCc2ccccc2)c(C(=O)O)c(O)c1C/C=C(/C)CCC=C(C)C	-4.4	-19.0	1.2	nt	7.8	60.1*	56.9*	6.9	-1.4	1.5	50.2
CC(C)OC(=O)c1cccc(C(=O)Oc2ccc(Br)cc2)n1	6.7	9.1	17.3	5.7	2.9	-19.4	6.6	-0.5	-1.5	0.4	-20.7
CCc1cc(C(=O)Nc2cc(S(=O)(=O)N3CCCCC3)ccc2N2CCN(C)CC2)sc1C	nt	-24.6	37.3	nt	-15.8	31.1	21.0	-9.4	-3.9	0.5	7.0
C#CCN(C(=O)CC1C(=O)NCCN1C/C=C/c1ccccc1)C1CCCCC1 (configuration not stated)	-9.3	22.2	-20.5	-0.2	0.6	-10.3	1.9	-17.9	20.2	0.6	1.5
Cc1cc(C(=O)OC(C)C(=O)NC2CCCCC2C)c2ccccc2n1 (configuration not stated)	nt	-10.3	-16.6	nt	-3.8	7.3	-1.1	18.0	9.4	-1.9	-14.5
O=C(NCc1cccnc1)c1ccc(-c2ccc(F)c(F)c2)c2ccoc12	nt	-3.5	85.0	nt	1.7	-22.8	-17.4	nt	-19.2	-1.9	76.3*
CC(C)c1ccc(Nc2nc(Cl)nc(Cl)n2)cc1	-1.2	2.2	-10.4	3.8	-3.3	13.0	-5.6	-0.7	16.0	0.0	-16.5
CN1CCN(C(=O)c2ccccc2N(Cc2ccccc2)S(=O)(=O)c2ccccc2)CC1	10.4	-2.4	-2.3	-0.7	12.2	6.1	19.5	12.8	25.0	2.6	28.8
Cc1ccc(NS(=O)(=O)c2cc(C(N)=O)ccc2C)cc1	1.6	-2.7	-5.7	-0.3	-11.1	1.3	-1.6	2.5	25.3	-1.8	9.6
COC(=O)c1c(C)[nH]c(C)c1C(=O)c1ccccc1Cc1ccccc1	10.5	-1.5	15.6	-1.5	-16.6	3.9	22.1	5.1	6.2	5.8	-6.9
COc1cc(-c2nc(C(=O)NCC3CCCO3)cc3c2[nH]c2ccccc23)cc(OC)c1OC (configuration not stated)	10.9	3.2	40.3	1.6	11.4	9.9	56.6*	91.6*	-77.5	-1.8	9.2
COCCNC(=O)c1ccc2c(c1)nc(C)n2-c1cccc(Cl)c1	-2.5	-1.4	17.8	1.3	11.9	1.4	-3.2	7.7	-8.4	-0.2	-1.6
O=C(Nc1ccc(OCc2ccccc2)cc1)Nc1nnc([C@H]2C[C@H](O)[C@@H](CO)O2)s1	nt	-3.9	2.8	nt	-1.2	7.4	-22.9	nt	-24.3	3.7	-16.9
CCOC(=O)C1=NOC(CNC(=O)c2ccccc2Cl)C1 (configuration not stated)	3.5	-5.0	-7.0	2.8	3.7	5.7	4.4	-7.6	10.2	-1.6	-20.9
O=C(C(Sc1ccccc1)c1ccccc1)N1CCN(c2ccccc2)CC1 (configuration not stated)	-24.6	3.7	31.0	2.5	26.1	-10.0	24.6	7.6	5.5	-1.2	7.7
CCOc1ccc(C(=O)C(C)OC(=O)c2nc(Cl)ccc2Cl)cc1 (configuration not stated)	-0.5	10.2	-1.2	4.2	3.9	3.9	-6.5	2.8	-5.8	0.2	8.1
C[C@H]1CN([C@@H](C)CO)C(=O)CCCn2cc(nn2)CO[C@@H]1CN(C)S(=O)(=O)c1ccc(-c2ccccc2)cc1	nt	8.8	5.8	nt	-10.0	1.5	6.3	1.8	1.0	-2.8	-1.9

Arranged by count of non-hydrogen atoms (low to high): some entries from above.
SMILES	MITF TRPM1 inh	KKLEB cytotox	Shn3 3UTR inh	NR2E3 ag-1	TRAIL sens C8	CF NFkB inh	Peg3 prom inh	EBV LMP1 NFkB	HIF-2a inh	hiPSC survival	NR2E3 ag-2
CCOC(=O)C1=NOC(CNC(=O)c2ccccc2Cl)C1 (configuration not stated)	3.5	-5.0	-7.0	2.8	3.7	5.7	4.4	-7.6	10.2	-1.6	-20.9
COCCNC(=O)c1ccc2c(c1)nc(C)n2-c1cccc(Cl)c1	-2.5	-1.4	17.8	1.3	11.9	1.4	-3.2	7.7	-8.4	-0.2	-1.6
COC(=O)c1c(C)[nH]c(C)c1C(=O)c1ccccc1Cc1ccccc1	10.5	-1.5	15.6	-1.5	-16.6	3.9	22.1	5.1	6.2	5.8	-6.9
O=C(C(Sc1ccccc1)c1ccccc1)N1CCN(c2ccccc2)CC1 (configuration not stated)	-24.6	3.7	31.0	2.5	26.1	-10.0	24.6	7.6	5.5	-1.2	7.7
C#CCN(C(=O)CC1C(=O)NCCN1C/C=C/c1ccccc1)C1CCCCC1 (configuration not stated)	-9.3	22.2	-20.5	-0.2	0.6	-10.3	1.9	-17.9	20.2	0.6	1.5
O=C(Nc1ccc(OCc2ccccc2)cc1)Nc1nnc([C@H]2C[C@H](O)[C@@H](CO)O2)s1	nt	-3.9	2.8	nt	-1.2	7.4	-22.9	nt	-24.3	3.7	-16.9
CCc1cc(C(=O)Nc2cc(S(=O)(=O)N3CCCCC3)ccc2N2CCN(C)CC2)sc1C	nt	-24.6	37.3	nt	-15.8	31.1	21.0	-9.4	-3.9	0.5	7.0
COc1cc(-c2nc(C(=O)NCC3CCCO3)cc3c2[nH]c2ccccc23)cc(OC)c1OC (configuration not stated)	10.9	3.2	40.3	1.6	11.4	9.9	56.6*	91.6*	-77.5	-1.8	9.2

Later entries:
SMILES	MITF TRPM1 inh	KKLEB cytotox	Shn3 3UTR inh	NR2E3 ag-1	TRAIL sens C8	CF NFkB inh	Peg3 prom inh	EBV LMP1 NFkB	HIF-2a inh	hiPSC survival	NR2E3 ag-2
CCc1ccc(NC(=O)CSc2nnc(Cn3c(=O)sc4ccccc43)n2C)cc1	nt	-9.9	-14.0	5.7	-1.6	28.3	2.4	-12.2	11.6	-0.6	-4.9
CCOC(=O)C1(Cc2cccc(OC)c2)CCN(Cc2ccccc2OC)CC1	-3.5	-9.4	58.7	-0.6	1.5	21.3	1.9	-1.6	14.4	-0.1	-17.2
O=C(Nc1ccccc1N1CCCC1)C1CCCO1 (configuration not stated)	4.9	10.8	-2.3	nt	3.8	-5.4	5.3	-0.2	6.9	-0.2	11.0
Cc1ccc(OCC(=O)O/N=C(\N)c2ccccn2)cc1	-68.5	2.9	-51.9	3.1	2.9	-1.0	-250.5	-29.8	-266.3	0.1	-95.1
O=C(COC(=O)C1CCCCC1C(=O)N1CCc2ccccc21)NCc1ccco1 (configuration not stated)	12.7	5.2	1.6	2.0	15.8	-2.9	26.3	-6.8	12.3	1.2	-1.2
CCOC(=O)C1(CC2CCCCO2)CCN(Cc2c(C)cc(C)cc2-n2cccn2)CC1 (configuration not stated)	-7.2	-9.3	16.7	0.7	9.9	-4.7	4.6	8.7	-2.3	-0.8	-12.4
COc1cc(C(=O)NCC(=O)OCC(=O)Nc2ncc(Cl)cc2Cl)cc(OC)c1OC	0.9	-2.6	-14.3	1.2	-20.8	-4.2	19.3	-5.6	15.0	-0.1	-31.1
Cc1ccc2[nH]c3c(=O)n(CC(=O)N4CC(C)CC(C)C4)ncc3c2c1 (configuration not stated)	-1.6	2.1	2.0	0.4	4.8	14.5	46.2	2.3	13.8	-0.3	-13.8
Cc1cc(C)n2c(SCC(=O)NC3CCCC(C)C3C)nnc2n1 (configuration not stated)	-2.4	-14.3	0.3	1.6	-6.5	2.8	-10.8	15.7	2.7	2.0	-24.6
CCOC(=O)c1c(NC(=O)c2ccccc2C(=O)O)sc2c1CCCC2	-3.4	7.7	-5.8	-2.5	-15.7	5.1	2.4	-6.9	11.3	-0.2	1.8
Cc1nc2ccccc2nc1NS(=O)(=O)c1ccc(N)cc1	-3.3	8.5	3.3	3.7	-5.3	-22.8	14.1	10.5	7.8	-0.4	7.8
C=C(C)c1cccc(C(C)(C)NC(=O)Nn2cnnc2)c1	-4.8	-12.1	9.0	1.4	-6.5	-5.5	-1.3	5.2	12.1	-0.4	-21.6
